CAL PDZ FP-1: untagged CAL PDZ binding inhibitors, primary screen, biochemical, fluorescence polarization, HTS; purified CAL PDZ, TMR-peptide fluorescence polarization, 1 h; inhibition, % at 24.9 µM; 300,000 tested, 0.92% active; AID 602252, 2012;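 active = mean inhibition of at least 30% with at least half of replicates also reaching 30%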;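 also: 0% = DMSO neutral control and 100% = excess unlabeled competitor peptide PRC23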
Arrestin-AP2 inh: inhibitors of beta-arrestin/AP2 binding, primary screen, biochemical, GPCR trafficking, flow cytometry; FITC-arrestin peptide / GST-AP2 beads; AP2 beta2 appendage carries R879A mutation; inhibition, % at 10 µM; 340,000 tested, 0.31% active;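 active = inhibition above a set limit, near 3 SD of compounds lacking own fluorescence, cut at about 54% in these data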;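 also: plate controls were DMSO wells for no effect and 5 µM unlabelled arrestin peptide for full effect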
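System: GST-tagged AP2 beta2-adaptin appendage (R879A) on 4 µm glutathione beads / Reagent: FITC-arrestin peptide, 50 nM / Detection: HyperCyt-sampled flow cytometry, FL1 channel, ex 488/em 535 nm / Timing: 12 min plus 1 h, RT / Buffer or medium: PBS plus Tween 20 (0.05%) and BSA (0.1%)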
Pemphigus Ab inh: inhibitors of pemphigus antibody binding to DSG3, primary screen, biochemical, bead-based, flow cytometry, scFv-GFP | DSG3-coupled beads, scFv-anti-DSG3-GFP binding; stronger effect = lower value | binding (percent of control), % at 10 µM | 310,000 tested, 0.48% active;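 active = binding more than 3 SD below its plate's average and above zero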;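 also: hits lower antibody fragment binding to DSG3; some compounds called inactive have numbers as strong as hits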
Cardiac RTF inh: cardiac RTF calcium sensitivity inhibitors, primary screen, biochemical, IANBD-TnC fluorescence, EC70 calcium | AID 493244, 2011 | 340,000 tested, 0.12% active | inhibition, % at 7.15 µM | IANBD-labeled cardiac RTF, Ca2+ fluorescence;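 active = inhibition above the mean inhibition of all tested compounds plus 3 SD, cut at about 17% in these data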;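 also: assay run at fixed EC70 calcium of 1.6 mM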
V-ATPase pH: regulators of yeast V-ATPase proton pumping, primary screen, pHLuorin cytosolic pH fluorescence | S. cerevisiae | response, % at 10 µM | 350,000 tested, 0.37% active | AID 504577, 2011; in the data active = response mostly above about 7.3%, no sharp cut-off; inactive = mostly below about 5.4%; also: actives read high; inactives centre near 0; some compounds called inactive have numbers as strong as hits
C-LANA FP: inhibitors of KSHV C-LANA binding to DNA, primary screen, biochemical, fluorescence polarization, FAM-LBS DNA, MBP-C-LANA, single point; AID 504423, 2011; Kaposi's sarcoma herpesvirus LANA C-terminal domain (residues 932-1162) DNA binding; 340,000 tested, 0.078% active; inhibition, % at 9 µM;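 active = highest replicate inhibition at or above 60% at 9 µM, even if other replicates fall short; inactive = all replicates below 60% inhibition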;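 also: 0% = neutral control wells and 100% = 4 µM acridine orange control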
Keap1 Nrf2 FP: Keap1-Nrf2 protein-protein interaction inhibitors, primary screen, biochemical, fluorescence polarization, single point | inhibition, % at 9.4 µM | Kelch-like ECH-associated protein 1 (Homo sapiens), Q14145 | 340,000 tested, 0.15% active | Keap1 Kelch-Nrf2 peptide fluorescence polarization, 1536-well; in the data active = inhibition above about 12%;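 also: human Keap1 Kelch domain with fluorescein labeled Nrf2 9mer peptide probe; 0% = neutral control wells and 100% = peptide positive control; higher means more block of Keap1 binding to Nrf2 peptide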
Target sequence (Q14145 whole entry, looked up, the tested form may be a part): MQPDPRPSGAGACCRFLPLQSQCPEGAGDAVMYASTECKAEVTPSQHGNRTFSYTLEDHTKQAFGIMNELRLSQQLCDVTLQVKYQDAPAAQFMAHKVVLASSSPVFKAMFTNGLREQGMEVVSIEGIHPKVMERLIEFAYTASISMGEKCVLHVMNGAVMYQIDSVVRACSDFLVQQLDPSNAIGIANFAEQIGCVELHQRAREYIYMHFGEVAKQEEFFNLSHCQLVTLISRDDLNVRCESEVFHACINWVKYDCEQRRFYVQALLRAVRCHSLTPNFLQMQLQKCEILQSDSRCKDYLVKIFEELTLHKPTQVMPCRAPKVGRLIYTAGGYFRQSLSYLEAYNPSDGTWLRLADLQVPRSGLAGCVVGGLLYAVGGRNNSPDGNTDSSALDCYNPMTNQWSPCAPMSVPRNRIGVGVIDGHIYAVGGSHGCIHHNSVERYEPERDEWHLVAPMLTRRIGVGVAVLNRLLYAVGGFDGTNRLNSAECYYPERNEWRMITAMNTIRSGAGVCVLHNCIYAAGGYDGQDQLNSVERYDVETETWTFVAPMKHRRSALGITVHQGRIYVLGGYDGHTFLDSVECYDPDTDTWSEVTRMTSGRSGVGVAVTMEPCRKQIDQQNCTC
NSD2 HMT inh: NSD2 histone methyltransferase inhibitors, primary screen, biochemical, AlphaScreen, single concentration, set 2; NSD2 peptide methylation, 120 min; inhibition, % at 12.5 µM; 310,000 tested, 0.54% active; AID 743445, 2014; in the data active = inhibition above about 50%
DAGLB inh: DAGLB lipase inhibitors, primary screen, biochemical, fluorescence, HTS. 340,000 tested, 0.059% active. HEK293T DAGLB membrane lysate, EnzChek fluorogenic substrate. Diacylglycerol lipase-beta (Homo sapiens), Q8NCG7. inhibition, % at 5.17 µM; in the data active = inhibition above about 34%;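 also: 0% = enzyme with vehicle and 100% = wells lacking enzyme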
CAL PDZ FP-2: CAL PDZ peptide-binding inhibitors, primary screen, biochemical, fluorescence polarization, Cer-tagged CAL PDZ, HTS; 330,000 tested, 0.02% active; AID 504414, 2011; purified CAL PDZ, TMR-peptide fluorescence polarization, 1 h; Golgi-associated PDZ and coiled-coil motif-containing protein (Homo sapiens), Q9HD26; inhibition, % at 20 µM;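 active = highest replicate inhibition of at least 40%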;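 also: plate controls were DMSO neutral control wells for no effect and unlabeled competitor peptide control wells for full effect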
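Test system: tagged CAL PDZ domain / Buffer or medium: sodium phosphate/NaCl buffer pH 7.4 with TCEP, IgG, Thesit / Reagent: TMR-labelled reporter peptide T*-PRC34 bound in PDZ groove / Compound dosing: single point, 20 µM / Schedule: 1 h incubation at room temperature before polarization reading / Technique: fluorescence polarization (mP) / Benchmarks: unlabelled peptide, DMSO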
Active calls of the source: *; / = not tested or not shown. These rows are one share of the data, so the mix of outcomes need not match the whole.

Compound	CAL PDZ FP-1	Pemphigus Ab inh	Keap1 Nrf2 FP	Arrestin-AP2 inh	DAGLB inh	C-LANA FP	NSD2 HMT inh	V-ATPase pH	Cardiac RTF inh	CAL PDZ FP-2
COc1ccccc1Oc1ccc(NC(=O)c2ccccc2)cc1	-3.8	107.3	1.5	-5.4	0.2	-0.3	-4.2	-1.3	-4.3	-1.9
COc1cc(CNCc2ccco2)cc(OC)c1O	/	112.7	-4.1	1.3	-0.9	0.1	-5.2	5.1	-8.5	0.7
Cc1ccc2nc3c(cc(C(=O)NC4CCCC4)c(=N)n3C3CCCCC3)c(=O)n2c1	-3.8	99.5	-2.9	4.4	-2.9	-0.6	-6.7	0.0	-2.2	-1.8
O=C(N/N=C/c1cccc(Cl)c1Cl)Nc1ccccc1	-1.2	110.1	-2.8	5.9	-2.0	-1.7	-4.2	-0.5	-6.6	-0.5
O=C(Nc1nnc(C2CC2)s1)c1cc(Cl)sc1Cl	-5.4	108.7	-2.9	-0.4	1.7	-0.2	-1.4	0.2	0.8	-1.9
CCc1nc2cc(Cl)c(Cl)cc2[nH]1	/	101.7	3.3	11.6	-2.5	1.7	4.7	3.7	-3.4	-2.8
O=C(C1CCCN(c2ncnc3c2nc2n3CCCCC2)C1)N1CCN(c2ccc(F)cc2)CC1 (stereo not given)	0.3	/	0.2	-4.2	-4.4	-1.0	14.2	-1.8	-2.8	-2.8
COc1ccc(OC)c(-c2csc(NC(=O)COC(=O)C3(C)CC3(Cl)Cl)n2)c1 (stereo not given)	-2.1	100.8	0.4	-6.7	-10.0	0.1	3.2	-2.2	-8.6	-1.5

Structural class, those above with sulfur.
Compound	CAL PDZ FP-1	Pemphigus Ab inh	Keap1 Nrf2 FP	Arrestin-AP2 inh	DAGLB inh	C-LANA FP	NSD2 HMT inh	V-ATPase pH	Cardiac RTF inh	CAL PDZ FP-2
O=C(Nc1nnc(C2CC2)s1)c1cc(Cl)sc1Cl	-5.4	108.7	-2.9	-0.4	1.7	-0.2	-1.4	0.2	0.8	-1.9
COc1ccc(OC)c(-c2csc(NC(=O)COC(=O)C3(C)CC3(Cl)Cl)n2)c1 (stereo not given)	-2.1	100.8	0.4	-6.7	-10.0	0.1	3.2	-2.2	-8.6	-1.5

Further results
Compound	CAL PDZ FP-1	Pemphigus Ab inh	Keap1 Nrf2 FP	Arrestin-AP2 inh	DAGLB inh	C-LANA FP	NSD2 HMT inh	V-ATPase pH	Cardiac RTF inh	CAL PDZ FP-2
CCOC(=O)c1c(C)n(-c2ccc(C)cc2)c2ccc(OCC(O)CN3CCN(C)CC3)cc12 (stereo not given)	/	115.8	0.4	48.7	-0.7	0.2	13.6	2.5	2.3	-1.7
CCOC(=O)C1(Cc2ccccc2)CCN(Cc2cn(CC(=O)OC)c3ccccc23)CC1	-4.5	99.4	-6.3	-6.9	1.5	0.6	1.7	-1.9	-6.2	-2.3
Cc1scc(C(=O)N/N=C/c2ccsc2)c1C	-1.9	83.7	-1.5	7.2	-0.6	-0.4	-2.6	3.0	-8.8	-1.5
CCN(CC)c1ccc(/C=C(\C#N)C(=O)NCc2ccccc2)cc1	-4.0	100.7	-1.2	-2.9	-2.8	-1.1	/	1.0	-14.1	0.3
CCOc1ccc(/C=C(\C#N)C(=O)Nc2cccnc2)cc1	2.0	102.0	-4.4	-2.9	-0.2	-3.1	0.3	-1.3	-15.2	-1.1
CC(C)(C)OC(=O)N1CCC(C(=O)N2CCOCC2)CC1	-1.1	102.0	1.2	20.1	2.5	-2.8	0.2	2.1	-4.0	/
CC(C)N(Cc1nccn1C)C(=O)C1CCC(=O)N(CCc2ccccc2)C1 (stereo not given)	/	104.0	/	/	0.9	/	17.4	-0.1	/	/
O=C(NNC(=O)c1cc(-c2ccc(Br)cc2)nc2ccccc12)c1csc(N2CCOCC2)n1	/	96.7	0.6	1.9	-2.5	-1.5	5.1	0.1	5.2	-3.5

Some of these compounds in order of molar mass, rising:
Compound	CAL PDZ FP-1	Pemphigus Ab inh	Keap1 Nrf2 FP	Arrestin-AP2 inh	DAGLB inh	C-LANA FP	NSD2 HMT inh	V-ATPase pH	Cardiac RTF inh	CAL PDZ FP-2
CCOc1ccc(/C=C(\C#N)C(=O)Nc2cccnc2)cc1	2.0	102.0	-4.4	-2.9	-0.2	-3.1	0.3	-1.3	-15.2	-1.1
CC(C)(C)OC(=O)N1CCC(C(=O)N2CCOCC2)CC1	-1.1	102.0	1.2	20.1	2.5	-2.8	0.2	2.1	-4.0	/
CCOC(=O)C1(Cc2ccccc2)CCN(Cc2cn(CC(=O)OC)c3ccccc23)CC1	-4.5	99.4	-6.3	-6.9	1.5	0.6	1.7	-1.9	-6.2	-2.3

One compound at a time, as listed above. Screens in order: CAL PDZ FP-1, Pemphigus Ab inh, Keap1 Nrf2 FP, Arrestin-AP2 inh, DAGLB inh, C-LANA FP, NSD2 HMT inh, V-ATPase pH, Cardiac RTF inh, CAL PDZ FP-2
Shown for `CCOc1ccc(/C=C(\C#N)C(=O)Nc2cccnc2)cc1` = 2.0, 102.0, -4.4, -2.9, -0.2, -3.1, 0.3, -1.3, -15.2, -1.1
Shown for `CCOC(=O)C1(Cc2ccccc2)CCN(Cc2cn(CC(=O)OC)c3ccccc23)CC1` = -4.5, 99.4, -6.3, -6.9, 1.5, 0.6, 1.7, -1.9, -6.2, -2.3

Later entries.
Compound	CAL PDZ FP-1	Pemphigus Ab inh	Keap1 Nrf2 FP	Arrestin-AP2 inh	DAGLB inh	C-LANA FP	NSD2 HMT inh	V-ATPase pH	Cardiac RTF inh	CAL PDZ FP-2
O=C(NCc1ccc(F)cc1)c1cc2c(cc1Cl)N1CCCCCC1=NS2(=O)=O	3.4	103.5	-4.3	-4.1	-2.0	-0.5	0.9	5.0	-6.6	-0.3
COC(C)c1oc2c(C)c3oc(=O)cc(C)c3cc2c1C (stereo not given)	-2.4	/	-5.0	-6.6	-0.7	0.5	4.4	-0.3	-10.6	-1.3
COc1ccc(Br)cc1C(=O)N/N=C/c1ccc([N+](=O)[O-])cc1	2.9	88.5	3.5	42.1	-2.0	1.2	-0.7	-0.8	6.4	-0.7
CCn1ncc(CN2CCC(Oc3cc(C(=O)NC4CC4)ccc3OC)CC2)c1C	-2.2	102.9	1.5	-13.1	-3.9	1.9	0.3	0.4	-2.4	-1.3
Cc1cc(=O)[nH]c(N/N=C/c2cc(C)n(CC(F)(F)F)c2C)n1	4.5	91.8	1.6	37.7	-1.2	0.4	/	-2.8	4.1	-1.0
O=C(Cn1c(C(=O)OCCO)cc2ccccc21)c1ccccc1	/	115.3	-5.4	3.3	-3.2	-0.8	11.8	0.3	-6.5	0.9
CCOP(=O)(OCC)c1nc(-c2cccc3ccccc23)oc1NCCc1ccc(OC)cc1	-0.6	99.2	-1.4	3.2	-1.0	-1.4	-2.2	-0.5	-4.3	-1.0
O=C(CCNC(=O)N1CC(=O)Nc2ccccc21)NCc1cccc(Cl)c1	/	99.9	-1.1	42.7	-0.3	-0.6	0.9	-5.0	-0.9	-0.1
